# HIF activator: HIF pathway transcriptional activators, primary screen, cell-based, U2OS HRE-luciferase, luminescence. activation, % at 7.5 µM (by protocol). 300,000 tested, 0.32% active. AID 1910, 2009. U2OS HRE-luciferase reporter; normalized: DMSO 0%, desferrioxamine 100%;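 active = mean activation of at least 10% of the iron chelator positive control signal, with at least half of replicates also reaching 10%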
# HDAC3 inh: HDAC3 deacetylase inhibitors, primary screen, biochemical, fluorescence, cell-free homogeneous | Histone deacetylase 3 (Homo sapiens), O15379 | recombinant HDAC3, fluorogenic peptide/trypsin coupled | inhibition, % at 8.3 µM | 320,000 tested, 0.15% active | AID 2718, 2010; in the data active = inhibition above about 26%, passing the limit was not always enough
# Target sequence (O15379 whole entry, looked up): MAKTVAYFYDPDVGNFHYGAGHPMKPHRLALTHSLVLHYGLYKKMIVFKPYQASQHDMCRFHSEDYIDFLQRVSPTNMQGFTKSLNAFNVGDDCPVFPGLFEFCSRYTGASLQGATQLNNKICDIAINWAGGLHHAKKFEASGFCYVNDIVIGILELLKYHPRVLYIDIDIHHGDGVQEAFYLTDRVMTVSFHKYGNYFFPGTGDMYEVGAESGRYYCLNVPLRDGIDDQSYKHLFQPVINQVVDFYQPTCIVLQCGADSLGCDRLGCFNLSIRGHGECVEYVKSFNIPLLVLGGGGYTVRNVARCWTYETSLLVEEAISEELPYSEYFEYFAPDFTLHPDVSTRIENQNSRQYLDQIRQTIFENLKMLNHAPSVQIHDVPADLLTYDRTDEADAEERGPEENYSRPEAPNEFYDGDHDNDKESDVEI
# HSF1 inh: HSF1 inhibitors in luciferase reporter cells, primary screen, cell-based, NIH3T3, luminescence; NIH3T3-HGL HSE-luciferase, MG132-induced, luminescence 8 h; active compounds read low; activity change, negative = inhibition, % at 7.5 µM (by protocol); 300,000 tested, 0.77% active; AID 2098, 2009;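 active = more than half of replicate wells show activity change below -50%, luminescence cut by over half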;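 note: luciferase reports HSF-1 transcriptional activity via heat shock element; 0% = median of DMSO wells and -100% = zero luminescence signal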
# KLF5 inh: KLF5 expression inhibitors, primary screen, DLD-1 cells, luminescence; inhibition, % at 5 µM; 290,000 tested, 0.23% active; DLD-1 KLF5 promoter-luciferase reporter; AID 1700, 2009;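 active = inhibition above a per-plate limit of that plate's mean compound inhibition plus 3 SD, cut at about 60% in these data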;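 note: 0% = DMSO wells and 100% = LY294002 at 200 µM; higher means less KLF5 promoter-driven luciferase light; inactives centre near -14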
# AI-2 QS modul: Vibrio harveyi AI-2 quorum sensing modulators, primary screen, JMH597 strain, luminescence/OD600 ratio | Vibrio harveyi JMH597 AI-2 luminescence/OD600 ratio, 9 h; active compounds read low; strain lacks LuxN and CqsS sensors; 0 = neutral-control median | activity change, % at 7.5 µM | 300,000 tested, 0.4% active; in the data active = activity change below about -75%, passing the limit was not always enough;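 note: luminescence divided by OD600 gain over 9 h not by final OD600 alone; inactives centre near 13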
# Platelet DG rel: inhibitors of platelet dense granule secretion, primary screen, cell-based, MLPCN, human platelets. inhibition, %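 (compounds screened at 7.5 µM in platelet-rich plasma)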. human platelet-rich plasma, SFLLRN dense granule ATP release, luminescence. 300,000 tested, 0.22% active;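 active = mean replicate score, as percent of positive control, at or above 50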
# IEC-6 cytotox: cytotoxicity in IEC-6 intestinal epithelial cells, primary screen, cytotoxicity control for KLF5 inhibitor project, cell-based, luminescence; inhibition, % at 5 µM; IEC-6 cytotoxicity, luminescence viability; AID 1825, 2009; 290,000 tested, 0.78% active; in the data active = inhibition above about 22%;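 note: 0% = plate median of test compound wells and 100% = cytotoxic reference compound wells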
# HSF1 activator: HSF-1 activators, primary screen, NIH3T3-HGL cells, MG132 stress, luminescence, single point. NIH3T3-HGL HSF-1 luciferase reporter, 8 h; 100% = twice DMSO control signal. activation, % at 9 µM. 300,000 tested, 1.7% active. AID 504408, 2011;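 active = mean replicate activation of at least 50% with a set share of replicates each reaching 50%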;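 note: 0% = median of the neutral control wells and 100% = twice that signal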
# aSyn UTR inh: MLPCN primary screen, SNCA 5' untranslated region | alpha-synuclein 5'UTR reporter, inhibitor activity | 300,000 tested, 0.82% active | AID 1813, 2009 | inhibition, % (tested at 7.5 µM); in the data active = inhibition above about 60%;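 note: H4 neuroglioblastoma cells stably carrying SNCA 5'UTR luciferase fusion; 0% = DMSO wells and 100% = positive control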
# HSP90 refold inh: HSP90 inhibitors, primary screen, cell lysate, luminescence; inhibition, % at 5.6 µM; Rabbit reticulocyte lysate, luciferase refolding luminescence, 3 h; 290,000 tested, 0.91% active; Heat shock protein HSP 90 (rabbit reticulocyte lysate; luciferase refolding);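 active = inhibition above the screen-wide mean plus 3 SD, computed separately per campaign, cut at about 16% in these data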;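 note: 0% = DMSO wells and 100% = 60 µM geldanamycin wells; inhibitors lower the luminescence because luciferase stays unfolded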
# The depositor's hits bear a star; · = no result given. Not a hit list. Share with any hit: about 5%.
# Every second line gives: HIF activator	HDAC3 inh	HSF1 inh	KLF5 inh	AI-2 QS modul	Platelet DG rel	IEC-6 cytotox	HSF1 activator	aSyn UTR inh	HSP90 refold inh
- Cc1ccc(S(=O)(=O)c2c(COC(=O)c3ccc(Cl)cc3)c(-c3ccccc3)nn2C)cc1
→ -0.4	-10.9	-4.0	-10.8	23.5	-2.1	1.7	-4.1	-4.5	3.2
- CC(=O)NC(Cc1ccccc1)C(C)=O (stereo not drawn)
→ -0.7	-4.8	-4.6	-25.9	23.6	-13.6	-1.2	-9.9	-20.1	2.7
- O=S(=O)(c1ccc2nc(COc3ccc(Cl)cc3Cl)[nH]c2c1)N1CCOCC1
→ 0.4	3.7	12.1	2.8	31.3	8.0	-4.4	22.1	28.6	-1.6
- Cc1onc(-c2ccccc2)c1C(=O)N1CCN(C/C=C/c2ccccc2)CC1
→ -0.5	7.0	5.3	-39.3	-17.3	5.4	-0.5	22.5	20.7	-0.7
- CC1CN(C(=O)c2cccc(S(=O)(=O)N3CCN(c4ccc(F)cc4)CC3)c2)CC(C)O1 (stereo not drawn)
→ -0.1	-1.4	-3.6	-8.6	13.5	-6.2	1.4	16.2	11.6	1.3
- CC(=O)Nc1ccc(S(=O)(=O)Nc2nnc(C(C)(C)C)s2)cc1
→ 0.2	-1.6	-3.6	-16.9	-4.3	-0.2	4.6	6.0	18.8	4.9
- CCOC(=O)N1CCN(C(=O)CCNS(=O)(=O)c2ccc3c(c2)c(=O)n(C)c(=O)n3C)CC1
→ 1.3	-0.5	8.4	-39.0	14.3	-0.1	-1.2	17.4	-153.0	-0.3
- CCc1ccc(OCC(=O)N2CCN(c3ccccc3F)CC2)cc1
→ -0.7	-1.1	0.9	-27.6	17.9	2.5	-7.1	4.2	2.7	1.9
- COc1cccc(NC(=O)c2ccc3c(c2)OCO3)c1
→ 2.8	1.5	17.7	-56.9	·	12.0	11.6	34.5	-23.2	29.2*
- O=C1C=C(NNC(=O)c2ccncc2)CC(c2ccccc2)C1 (stereo not drawn)
→ -0.6	0.3	-0.2	-10.3	26.8	7.0	-5.7	-0.7	9.7	0.1
- CC(NC(=O)CN(c1cccc(C(F)(F)F)c1)S(=O)(=O)c1ccc(Cl)c([N+](=O)[O-])c1)c1ccccc1 (stereo not drawn)
→ -4.1	6.5	6.6	-16.4	10.6	15.4	5.8	13.0	3.5	-3.4
- CC12CCC(c3c(C(=O)O)nn(-c4ccc(F)cc4)c31)C2(C)C (stereo not drawn)
→ -1.3	2.6	-2.3	-23.6	0.7	-1.8	-0.6	4.2	-9.9	1.6
- COc1cccc(N2CCN(C(=O)CCSCc3ccccc3F)CC2)c1
→ 0.0	3.3	5.0	-11.5	29.9	-3.1	0.7	-1.8	-7.8	2.2
- COc1ccc(S(=O)(=O)N2CCCC(C(=O)N3CCOCC3)C2)cc1Cl (stereo not drawn)
→ -0.4	3.4	-3.1	-26.8	-2.8	-4.7	-11.1	-1.9	-15.4	-7.9
- NNC(=O)CNC(=O)c1ccccc1F
→ -0.9	3.0	-2.7	-5.0	8.2	7.2	3.5	6.3	3.0	4.5
- Cc1ccc(NC(=O)C2CCN(C(=O)NCc3ccccc3)CC2)cc1C
→ -0.3	-8.2	-0.5	-40.5	17.3	-2.5	5.4	28.8	22.6	1.5
- CCC(=O)N1CCCC(C(=O)c2ccc(-c3ccccc3)cc2)C1 (stereo not drawn)
→ 0.4	6.3	8.5	-58.4	-11.0	-5.7	-3.8	16.8	-22.4	-6.3
- CCOC(=O)C(C)Sc1nc2c(cnn2-c2ccc(F)cc2)c(=O)[nH]1 (stereo not drawn)
→ 0.3	0.4	-8.4	-26.6	12.4	0.0	7.6	-2.6	1.5	-2.0
- Cc1cccc(N2C(=O)N3[C@@H]4c5ccccc5OC[C@@H]4[C@@H](c4ccccc4)[C@@]3(C)C2=O)c1
→ -0.4	2.5	7.3	10.0	20.8	7.4	-2.6	-2.0	-1.7	0.5
- O=C(CN(C(=O)CSc1nc2ccccc2o1)c1ccccc1)NC1CCCCC1
→ -0.1	-6.2	-0.5	-14.1	16.4	-3.5	-3.5	3.5	14.9	0.3
- COc1ccc(NC(=O)CSc2n[nH]c(N)n2)cc1OC
→ 0.2	-2.0	9.9	-6.2	-3.2	1.1	1.1	30.4	-92.3	-4.6
- Cc1nc(-c2ccc(Cl)cc2)sc1C1(C)CC(c2ccccc2)=NO1 (stereo not drawn)
→ 2.8	3.3	-28.0	·	12.1	0.2	·	-32.6	-134.2	·
- CCOC(=O)C1CCCN(C(=O)C2CCN(S(=O)(=O)c3ccc4ccccc4c3)CC2)C1 (stereo not drawn)
→ -0.3	5.6	1.7	-8.3	34.2	32.5	2.1	4.3	21.7	-1.1
- O=C(Cn1nc(C(F)(F)F)cc1C1CC1)Nc1ccccc1F
→ 0.8	-7.9	6.5	-10.9	1.9	-7.7	1.9	-21.3	-23.6	-0.1
- COC(=O)c1sc2ncccc2c1OCc1ccc(Cl)cc1
→ -0.5	-0.5	-1.6	15.1	-7.2	-3.5	0.0	6.5	27.5	-3.2
- Cc1c(C(=O)CN2CCOCC2)[nH]c2ccccc12
→ 0.5	-2.7	-7.2	-18.0	15.0	3.4	10.3	-18.9	-7.0	-0.8
- CCOc1ccc(NC(=O)CSc2nnc(Cc3cccn3C)n2-c2ccc(OC)cc2)cc1
→ -0.2	1.0	4.2	-14.6	20.7	-2.4	-2.1	46.0	19.1	1.1
- Cc1cc(C)c(S(=O)(=O)Nc2cccc(S(=O)(=O)N3CCOCC3)c2)c(C)c1
→ 0.0	-6.3	-0.7	-12.8	13.2	3.7	-0.7	10.0	0.3	-1.9
- COc1cccc(C(=O)Nc2cccc(OC(C)=O)c2)c1
→ ·	1.4	12.0	-13.1	25.7	8.6	2.3	32.0	-90.0	1.9
- COCCNC(=O)c1cn(C)c2ccccc2c1=O
→ -0.8	-1.5	1.7	-13.4	16.4	0.8	-2.5	0.9	-14.6	-1.0

# Additional results:
# Every second line gives: HIF activator	HDAC3 inh	HSF1 inh	KLF5 inh	AI-2 QS modul	Platelet DG rel	IEC-6 cytotox	HSF1 activator	aSyn UTR inh	HSP90 refold inh
- COc1ccc(NC(=O)NN2CCOCC2)cc1OC
→ -0.3	0.0	-4.7	-13.7	-1.7	5.6	-5.8	-4.5	-1.4	-0.8
- COc1ccccc1/C=C/C(=O)OCC(=O)c1c(N)n(C)c(=O)n(C)c1=O
→ -0.5	-1.6	7.2	4.6	23.7	-9.4	3.5	3.7	4.2	-2.5
- CCc1ccc2[nH]c3nc(SCC(=O)NCC4CCCO4)nnc3c2c1 (stereo not drawn)
→ -0.7	·	4.4	-30.3	9.4	-1.9	0.0	8.0	-17.1	1.2
- CSc1ccc(C2C(C(=O)c3ccco3)=C(O)C(=O)N2c2nnc(SC)s2)cc1 (stereo not drawn)
→ ·	2.1	17.4	-63.9	22.6	-6.0	-0.1	37.0	-62.0	7.3
- O=C(C1CCCN(C2CC(=O)N(c3ccc(F)cc3)C2=O)C1)N1CCCC1 (stereo not drawn)
→ -0.3	-3.8	-6.9	-49.0	29.7	16.9	-1.9	-4.0	-25.5	-6.6
- C=C(C)C1CC=C(C)/C(=N/NC(=O)CCC(=O)Nc2ccccc2Cl)C1 (stereo not drawn)
→ -0.9	-0.1	-1.6	9.7	-3.4	-4.0	-5.0	-13.9	14.2	2.0
- O=C(c1noc2c1CCCC2)N1CCCC(N2CCN(c3ccccc3F)CC2)C1 (stereo not drawn)
→ -0.1	1.0	6.9	-1.1	12.5	-2.1	-3.9	-18.6	0.6	2.6
- COC(=O)[C@@]1(Cc2ccc(OC)cc2)[C@H]2c3cc(C(=O)N4CCCC4)n(CCO)c3C[C@H]2CN1C(=O)c1ccccc1
→ ·	5.8	·	-31.1	·	·	-1.6	·	·	-2.4
- COc1ccc(CN2CCNC(=O)C2CC(=O)NCCCn2cccn2)c(OC)c1 (stereo not drawn)
→ -0.4	0.1	-5.3	-40.3	10.3	-2.7	-1.7	-2.3	-7.4	0.6
- CN(C)S(=O)(=O)c1ccc(C(=O)Nc2cccc(C(=O)O)c2)cc1
→ -0.2	-2.8	-1.4	-29.9	3.6	-6.8	-5.1	10.5	-0.6	2.8
- COC(=O)C1=C(CS(=O)(=O)c2ccc(OC)c(OC)c2)NC(=O)NC1c1ccc(O)c(OC)c1 (stereo not drawn)
→ -0.6	9.3	6.1	10.3	21.3	-18.0	3.0	5.2	3.4	2.2
- Cc1cc(C)c2sc(N)nc2c1
→ ·	2.3	·	-32.8	24.4	·	-7.8	·	·	-0.6
- CCOc1cc(/C=C\[N+](=O)[O-])ccc1OCC(=O)Nc1ccccc1C
→ -4.0	8.1	-62.4*	2.9	20.4	4.7	-2.6	-63.2	-79.8	0.4
- CS(=O)(=O)N(CC(=O)NCc1ccc2c(c1)OCO2)Cc1ccc(Cl)cc1
→ 0.2	6.7	-0.9	-8.6	-3.8	6.9	1.1	4.2	3.5	2.9
- Cc1ccc(C)c(S(=O)(=O)N2CCN(C(=O)Cc3ccc(S(=O)(=O)N4CCOCC4)s3)CC2)c1
→ -0.2	·	8.0	·	13.6	2.7	·	1.0	6.8	·
- O=C(Nc1ccccc1Cl)N1CCN(c2ccc3nncn3n2)CC1
→ -0.1	-4.9	0.0	-87.9	40.2	-3.3	-4.3	-6.0	-7.1	-0.1
- CC(C)(C)c1ccc(COn2c(=O)c(-c3ccco3)[n+]([O-])c3ccccc32)cc1
→ -0.3	-6.2	6.6	7.5	20.0	0.9	5.4	9.7	5.1	4.4
- CC(=O)Oc1ccccc1N(C(C)=O)S(=O)(=O)c1ccc(C)cc1
→ -0.1	·	2.4	-1.5	-7.0	0.9	-0.7	3.3	-7.8	3.3
- Cc1ccc(/C=C2\SC(=S)N(CCC(=O)N3CCOCC3)C2=O)cc1
→ 0.1	1.2	-2.4	-13.7	-4.1	-12.7	-3.6	-11.4	-63.8	2.9
- Cc1ccc(Oc2ccc(OCC(=O)NC(C)C(=O)O)cc2)cc1 (stereo not drawn)
→ -0.2	-3.1	-3.8	-25.6	43.8	1.2	-1.8	3.0	30.0	-2.2
- COC(=O)c1ccc(NC(=S)NCCc2ccccc2C)cc1
→ 0.1	18.2	1.3	-18.2	10.3	4.9	-1.7	-0.8	3.8	-0.1
- O=C(CSc1nnc(SCc2ccccc2Cl)s1)N/N=C/c1ccc(C(=O)O)cc1
→ ·	-1.0	·	-25.4	12.4	-0.7	-0.4	·	12.2	2.3
- N#Cc1cccnc1Oc1ccccc1
→ -0.1	-1.4	-6.1	3.4	33.2	3.2	-0.7	-6.3	-4.8	0.6

# Single entries from the results shown:
# COC(=O)[C@@]1(Cc2ccc(OC)cc2)[C@H]2c3cc(C(=O)N4CCCC4)n(CCO)c3C[C@H]2CN1C(=O)c1ccccc1 – HSP90 refold inh = -2.4
# O=C(c1noc2c1CCCC2)N1CCCC(N2CCN(c3ccccc3F)CC2)C1 (stereo not drawn) – aSyn UTR inh = 0.6

# Compound activity from PubChem.
